Bioassay records: PubChem BioAssay, Sanford-Burnham Center for Chemical Genomics
Scp1 inh – Scp-1 phosphatase inhibitors, primary screen, biochemical, colorimetric, uHTS | Recombinant Scp1, phosphopeptide, malachite green phosphate absorbance | inhibition, % at 20 µM | 340,000 tested, 0.88% active | AID 493091, 2011;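 active means inhibition above about 50% at 20 µM, limit read from the data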;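 further: plate controls were DMSO wells with enzyme for no effect and wells lacking enzyme for full effect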
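assay system = SCP-1 phosphatase catalytic domain, residues 76-261 | buffer or medium = 50 mM Tris acetate pH 5.5, 0.005% Tween-20, 10 mM MgCl2 | incubation = enzyme reaction 45 min at room temperature, colour 5 min, stabilisation 30 min | signal = Phosphate-binding colour reagent, absorbance read at 630 nm | measure = % inhibition at 20 µM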
MT1-MMP act inh – blockers of MT1-MMP proenzyme processing, primary screen, HT1080 RFP-PRO-GFP cells, GFP/RFP fluorescence | Matrix metalloproteinase-14 (Homo sapiens), P50281 | GFP/RFP ratio fluorescence, overnight; percent of plate control window, DMSO zero | GFP/RFP ratio change, % at 20 µM | 360,000 tested, 0.061% active | AID 651647, 2012;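 active means GFP/RFP ratio change of at least 30% with cell ATP level not reduced by more than half and red fluorescence within 50% of control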; further: strong numbers were not always called active
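Material: RFP-PRO-GFP reporter HT1080 cells. Dosing: single-point 20 µM compound, 1% DMSO. Controls: DMSO and RFP-L50D-GFP cell wells. Timing: cells overnight before dosing, compound overnight, 37 °C, 5% CO2. Measure: GFP/RFP fluorescence ratio.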
SUMO1 PPI mod – modulators of SUMO1 protein-protein interactions, primary screen, biochemical, uHTS. Small ubiquitin-related modifier 1 (Homo sapiens), P63165. SUMO1 binding to a labelled peptide, TR-FRET, 1 h. inhibition, % at 20 µM. 360,000 tested, 0.33% active. AID 602429, 2012; in the data active means inhibition above about 37%
STEP block – STEP phosphatase inhibitors, primary screen, biochemical, fluorescence intensity, uHTS. recombinant STEP, OMFP fluorogenic substrate. 360,000 tested, 0.25% active. Tyrosine-protein phosphatase non-receptor type 5 (Homo sapiens), P54829. inhibition, % at 20 µM. AID 588621, 2011;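 active means inhibition at 20 µM, scaled per plate between control wells, above about 37%, limit read from the data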;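 further: 0% = DMSO with enzyme and substrate and 100% = substrate only without enzyme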
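System: isolated STEP enzyme; schedule: 20 min enzyme reaction at room temperature, protected from light; medium: Bis-Tris buffer pH 6.0, 2.5 mM DTT, 0.005% Tween 20; signal: fluorescence, 480/540 nm; dosing: single compound dose of 20 µM, 1% DMSO final; also added: OMFP substrate, 25 µM final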
Rpn11 inh – Rpn11 (PSMD14) deubiquitinase inhibitors, primary screen, biochemical, fluorescence polarization, uHTS. human 26S proteasome, Ub4-pepOG fluorescence polarization; 20S core pre-blocked with epoxomicin. calls only at 20 µM. 360,000 tested, 0.59% active;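 active means inhibition at 20 µM, scaled to each plate's controls, above about 33%, limit read from the data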
LMPTP block – LMPTP phosphatase inhibitors, primary screen, biochemical, fluorescence intensity, uHTS; recombinant LMPTP-A, OMFP fluorogenic substrate; inhibition, % at 20 µM; 360,000 tested, 0.22% active; Low molecular weight phosphotyrosine protein phosphatase (Homo sapiens), P24666; AID 651560, 2012;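 active means compounds that cut the enzyme signal by at least half of the control window in the single-dose screen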;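 further: plate controls were DMSO wells with enzyme plus substrate for no effect and substrate without enzyme for full effect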
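Test system: LMPTP-A phosphatase enzyme. Amount: LMPTP-A at 0.625 nM final in the reaction. Reagent: OMFP substrate, 400 µM final. Times: 50 min at room temperature. Signal: endpoint fluorescence intensity from OMFP dephosphorylation. Read-out basis: % inhibition. Benchmarks: no-enzyme and uninhibited controls.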
NRP1-CendR mod – modulators of CendR peptide binding to NRP-1, primary screen, biochemical, fluorescence polarization, uHTS. inhibition, % at 25 µM. 360,000 tested, 0.85% active. FAM-RPARPAR peptide binding to NRP-1. Neuropilin-1 (Homo sapiens), O14786;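 active means inhibition or corrected inhibition above about 18%, plus a signal ratio from 0.5 to 1.5, limit read from the data, passing the limit was not always enough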; further: strong numbers were not always called active
SKN-1 block – suppressors of acrylamide-induced Pgst-4::GFP reporter in worms, primary screen, SKN-1 inhibitor project, whole organism, uHTS, GFP/RFP fluorescence ratio, strain VP596 | inhibition, % at 21.8 µM | AID 624304, 2012 | 360,000 tested, 0.49% active | C. elegans VP596 Pgst-4::GFP/RFP ratio, 24 h;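 active means interference check ratio from 0.5 to 1.5 plus GFP to RFP signal ratio inhibition reaching or exceeding a fixed threshold, cut at about 30% in these data, passing the limit was not always enough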; further: some compounds called inactive have numbers as strong as hits
DNMT1 inh – human DNMT1 methyltransferase inhibitors, primary screen, biochemical, molecular beacon, fluorescence, HinP1I cleavage, uHTS | inhibition (reported as % activation of signal), % at 10 µM | DNA (cytosine-5)-methyltransferase 1 (Homo sapiens), P26358 | 360,000 tested, 0.83% active | AID 588458, 2011; in the data active means inhibition above about 50%
Target sequence (P26358 504-1616 limits assumed): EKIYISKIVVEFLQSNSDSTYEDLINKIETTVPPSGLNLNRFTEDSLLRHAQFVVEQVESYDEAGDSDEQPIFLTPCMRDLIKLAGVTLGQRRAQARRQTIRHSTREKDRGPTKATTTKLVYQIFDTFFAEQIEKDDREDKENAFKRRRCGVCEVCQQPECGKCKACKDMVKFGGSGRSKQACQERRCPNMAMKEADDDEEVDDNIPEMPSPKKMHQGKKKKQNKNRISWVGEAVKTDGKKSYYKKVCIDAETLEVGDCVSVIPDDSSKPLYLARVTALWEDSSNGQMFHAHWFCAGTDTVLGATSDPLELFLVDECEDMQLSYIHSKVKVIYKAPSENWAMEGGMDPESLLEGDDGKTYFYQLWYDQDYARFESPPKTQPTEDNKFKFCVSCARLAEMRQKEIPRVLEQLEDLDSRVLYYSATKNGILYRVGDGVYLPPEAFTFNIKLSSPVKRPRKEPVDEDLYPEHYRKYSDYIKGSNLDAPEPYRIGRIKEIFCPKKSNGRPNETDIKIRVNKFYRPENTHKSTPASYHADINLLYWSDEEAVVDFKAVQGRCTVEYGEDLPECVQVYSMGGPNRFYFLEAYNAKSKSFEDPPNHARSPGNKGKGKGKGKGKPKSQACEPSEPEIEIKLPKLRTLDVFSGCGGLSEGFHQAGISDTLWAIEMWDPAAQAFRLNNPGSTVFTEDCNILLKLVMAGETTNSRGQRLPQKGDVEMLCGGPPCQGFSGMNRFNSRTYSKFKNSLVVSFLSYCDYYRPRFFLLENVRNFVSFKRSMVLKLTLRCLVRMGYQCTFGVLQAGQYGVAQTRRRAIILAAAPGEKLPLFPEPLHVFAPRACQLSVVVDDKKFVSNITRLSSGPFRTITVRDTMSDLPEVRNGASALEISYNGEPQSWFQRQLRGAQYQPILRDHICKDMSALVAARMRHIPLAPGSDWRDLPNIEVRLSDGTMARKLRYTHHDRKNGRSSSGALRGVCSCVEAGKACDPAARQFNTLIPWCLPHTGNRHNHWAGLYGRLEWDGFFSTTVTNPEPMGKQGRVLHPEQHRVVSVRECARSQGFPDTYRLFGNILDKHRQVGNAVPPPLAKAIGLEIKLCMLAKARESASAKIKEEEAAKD
NadD inh – inhibitors of S. aureus NadD, primary screen, biochemical, colorimetric, uHTS; Nicotinate-nucleotide adenylyltransferase NadD (Staphylococcus aureus N315); purified NadD enzyme, colorimetric absorbance read-out; inhibition, % at 20 µM; 360,000 tested, 0.78% active; in the data active means inhibition above about 26%; further: some compounds past the cut are filed as inactive
* marks the source's active call; other numbers are inactive results; i = inactive; nt = not tested or not shown.

SMILES	Scp1 inh	MT1-MMP act inh	SUMO1 PPI mod	STEP block	Rpn11 inh	LMPTP block	NRP1-CendR mod	SKN-1 block	DNMT1 inh	NadD inh
O=C(NCc1ccccc1)c1nc(-c2c(F)cccc2F)oc1-c1ccccc1	nt	-4	-1	nt	nt	3.5	8	4	nt	nt
COc1ccc(C(=O)COC(=O)CCN2C(=O)C3C4CC(C(Br)C4Br)C3C2=O)cc1 (stereo not given)	-11	-6	-1	-4	i	1.4	2	3	-9	-11
COc1ccccc1-c1c(C)oc2c(CN3CCCCC3C)c(O)ccc2c1=O (stereo not given)	-15	-1	4	2	i	0.1	4	8	-1	2
CCc1nnc(NS(=O)(=O)c2ccc(NC(=O)C(c3ccccc3)c3ccccc3)cc2)s1	-25	4	0	-1	i	1.3	13	1	-2	14
COc1ccc(C(=O)NCC(=O)N2CCN(C(=O)c3ccco3)CC2)cc1[N+](=O)[O-]	-4	-1	-21	-2	i	-0.7	-14	5	-5	4
CCOC(=O)c1nn(-c2ccc(OCC)cc2)c2nc(CC(C)C)c(C#N)c(=O)n12	0	1	2	0	i	1.9	11	-7	-3	-1
CC1CCCC(C)N1CC(O)COc1c(F)cc(Br)cc1F (stereo not given)	-1	nt	0	-1	i	1.1	-5	0	0	5
C/C(=N\N=C\c1ccc(N(C)C)cc1)c1cccc([N+](=O)[O-])c1	-5	1	-10	2	i	-1.0	3	32	-6	-2
O=C(O)C1C2C=CC(C2)C1C(=O)NCc1cccc(Cl)c1 (stereo not given)	-4	4	2	5	i	-1.7	3	12	1	1
O=C(Nc1nc(-c2cccnc2)cs1)c1ccccc1Cl	-7	1	0	-1	i	0.3	4	-5	0	3
O=C(c1cc2cc(Cl)ccc2[nH]1)N1CCCCC1	9	nt	6	-6	i	-0.5	-4	-3	1	-4
C[C@H](NC(=O)OC(C)(C)C)c1nnc(SCC(=O)c2ccc(Cl)cc2)o1	-2	0	-1	-3	i	-1.4	2	-3	0	-2
CC(C)[C@H](NC(=O)OC(C)(C)C)c1cc(C(=O)N2CCOCC2)c(N)s1	nt	3	0	nt	nt	-0.2	-20	-11	nt	nt
Cn1c(Cn2c(=O)sc3ccccc32)nnc1SCc1cccnc1	-10	5	1	2	i	-0.8	-6	-5	2	-2
CC(=NO)c1ccc2c(c1)Cc1cc([N+](=O)[O-])ccc1-2	0	2	-24	-1	i	0.0	-9	-1	-28	17
O=C(NCc1ccccc1Br)C1CCCO1 (stereo not given)	-2	-2	3	-2	i	-0.7	2	5	-1	-2
O=C(CSc1nnc(-c2ccc(Cl)cc2)n1-c1ccc(Cl)cc1)N/N=C/c1ccco1	2	-7	-4	1	i	1.7	-10	11	2	14
CC1(NC(=O)CCNC(=O)c2ccc(C(C)(C)C)cc2)CCS(=O)(=O)C1 (stereo not given)	-10	-4	3	-1	i	-1.2	-8	1	0	0
CC(OC(=O)c1ccco1)C(=O)NC1CCCC1 (stereo not given)	-4	2	0	-2	i	-3.0	1	-14	1	5
COC(=O)c1ccc2nc(-c3ccccc3)c(Cc3ccccc3OC)n2c1	nt	-5	5	-4	i	1.2	-11	-3	-11	3
CCCNC(=O)C(CC)NC(=O)c1cccc([N+](=O)[O-])c1 (stereo not given)	-2	8	-19	-2	i	-1.5	2	-5	5	1
Cc1sc(NC(=O)CSc2nnc(-c3ccc(F)cc3)o2)c(C#N)c1C	-4	-4	1	3	i	0.2	-5	8	0	-3
Cc1ccc(C(=O)NNC(=S)NC(=O)c2ccccc2)cc1	3	2	5	2	i	-0.1	-9	-10	3	3
CCc1ccc(OCC(=O)NNC(=O)Cc2c(F)cccc2Cl)cc1	5	1	-3	3	i	0.6	-2	6	2	-4
CC(C)c1ccc(NC(=O)c2cc(Br)ccc2Br)cc1	-6	-1	1	1	i	1.6	6	7	6	2
CCN(CC)c1ccc(NC(=O)c2ccc(Br)o2)cc1	0	0	4	-2	i	-0.1	-11	-10	-4	-2
O=C(Nc1ccc(Cl)c(S(=O)(=O)N2CCOCC2)c1)c1cn2ccccc2n1	2	3	11	2	i	-0.3	10	1	1	1
O=C(Nc1nnc(-c2cccs2)o1)c1cccc(F)c1	-3	6	0	2	i	-0.9	-21	14	0	2
CC1CC(C)CN(C(=O)c2ccc(C(=O)c3ccccc3)cc2)C1 (stereo not given)	-1	1	1	0	i	0.0	-12	21	2	-2
Cc1ccc(O)c(NC(=O)CSc2n[nH]c(C)c2[N+](=O)[O-])c1	-7	nt	4	0	i	2.8	0	-1	2	6
Cc1nnc(NCCc2ccccc2)c2ccccc12	1	0	2	2	i	5.4	-6	-3	4	4
Cc1ccnc(NC(=O)CSc2ccc3c(c2)OCCO3)c1	-3	2	5	-1	i	0.4	4	-11	-1	-1
CC(C)(C)C(=O)NC1(C(F)(F)F)NC(=O)N(c2ccccc2F)C1=O (stereo not given)	-5	4	-3	1	i	-0.1	-8	11	0	0
Cc1ccc2c(N)c(C(=O)N(c3ccccc3)c3ccccc3)sc2n1	-8	0	-9	-7	i	0.0	-7	19	-8	4
Cc1nc2ccc(S(=O)(=O)NCC(=O)N3CCCC(C)C3)cc2s1 (stereo not given)	-1	5	1	1	i	-1.1	-7	20	-1	-8
O=C(CSc1nnnn1C1CCCCC1)NCc1ccccc1	-3	4	0	-1	i	-2.0	4	26	1	-8
CC(C)c1nnc(NC(=O)CCC(=O)NCCc2ccccc2)s1	-7	1	1	0	i	-1.5	10	6	-3	-7
O=C(NCCCO)c1ccc(CSc2nc3ccccc3[nH]2)cc1	-7	-1	1	-1	i	-0.1	11	-11	0	0
CCc1noc(C)c1C(=O)Nc1sc(C(=O)N(C)C)c(C)c1C(=O)OC	-2	5	5	7	i	0.4	4	20	2	1
S=c1[nH]nc(Cc2cccs2)n1-c1ccccc1Cl	12	0	3	0	i	0.3	4	5	0	2
CCOc1ccc(NC(=O)Nc2ccc3c(c2)N(C)C(=O)CS3)cc1	-12	-4	7	3	i	0.9	-11	-2	-20	3
OCC1N=C(c2ccccn2)OC1c1ccccc1 (stereo not given)	-5	5	-3	-2	i	-0.9	1	9	3	-1
CCOC(=O)CNc1nc2ccccc2n2c(C)nnc12	-1	2	1	3	i	-0.1	-2	-5	1	-8
Cc1c(NC(=O)C(C)OC(=O)/C=C/c2ccccc2)c(=O)n(-c2ccccc2)n1C (stereo not given)	-1	-1	9	3	i	-1.0	10	-13	-2	-10
O=C(Cn1cnnn1)OCC(=O)c1ccc(Cl)s1	-2	-96	-3	-2	i	1.5	-32	-6	58*	4

Sorted by SMILES length (falling): some entries from above.
SMILES	Scp1 inh	MT1-MMP act inh	SUMO1 PPI mod	STEP block	Rpn11 inh	LMPTP block	NRP1-CendR mod	SKN-1 block	DNMT1 inh	NadD inh
O=C(CSc1nnc(-c2ccc(Cl)cc2)n1-c1ccc(Cl)cc1)N/N=C/c1ccco1	2	-7	-4	1	i	1.7	-10	11	2	14
O=C(Nc1ccc(Cl)c(S(=O)(=O)N2CCOCC2)c1)c1cn2ccccc2n1	2	3	11	2	i	-0.3	10	1	1	1
CC1CC(C)CN(C(=O)c2ccc(C(=O)c3ccccc3)cc2)C1 (stereo not given)	-1	1	1	0	i	0.0	-12	21	2	-2
CC(C)c1ccc(NC(=O)c2cc(Br)ccc2Br)cc1	-6	-1	1	1	i	1.6	6	7	6	2

The list goes on:
SMILES	Scp1 inh	MT1-MMP act inh	SUMO1 PPI mod	STEP block	Rpn11 inh	LMPTP block	NRP1-CendR mod	SKN-1 block	DNMT1 inh	NadD inh
O=C(NCc1ccccc1)N(Cc1cc2cc3c(cc2[nH]c1=O)OCCO3)CC1CCCO1 (stereo not given)	20	-2	-6	0	i	-1.6	16	8	-10	13
COc1cccc(C(=O)NCCS(=O)(=O)NCCc2ccccc2)c1	-1	0	6	0	i	-0.3	12	13	-1	-1
O=C(COC(=O)CCCN1C(=O)c2ccccc2C1=O)Nc1cc(Cl)cc(Cl)c1	-11	3	0	-2	i	1.1	4	1	-11	-8
COc1ccc(OC)c(NC(=O)CCn2cccc2)c1	-2	2	-2	-4	i	-1.0	12	6	-4	-7
CC(=O)N1CCN(S(=O)(=O)c2cccc(C(=O)N(C)Cc3ccc(C)o3)c2)CC1	-9	3	6	0	i	-0.6	-7	9	1	1
CCOc1ccc(/C(CC)=N/NC(=O)C2(C)CC2(Br)Br)cc1 (stereo not given)	-8	5	-4	14	i	-0.3	0	12	0	-1
Cc1ccc(C2C3=C(CC(C)(C)CC3=O)NC3=C2C(=O)c2ccccc23)cc1 (stereo not given)	-5	-3	-28	4	i	2.2	2	11	-4	-6
CCN(Cc1ccc(OC)c(F)c1)C(C)C(=O)Nc1ccc(S(=O)(=O)N2CCCC2)cc1 (stereo not given)	6	-6	7	3	i	-1.0	9	-8	-7	-5
CCN(CC)S(=O)(=O)c1cc(NS(=O)(=O)c2cccc(Cl)c2Cl)ccc1C	-5	0	3	-4	i	0.4	-1	5	4	-2
Brc1cccc(-c2nnc(SCc3ccon3)n2-c2ccccc2)c1	-8	-4	1	-3	i	0.4	4	3	1	-3
O=CNc1cc(-c2cccc(F)c2)cn2c(-c3ccc(F)c(Cl)c3)cnc12	nt	1	4	4	i	3.4	-17	13	-5	17
COc1ccc(OC)c(CN(CCN2CCOCC2)C(=O)Nc2cccc(Cl)c2)c1	-4	3	-1	-3	i	-0.6	7	5	-3	-8
CC(C)CNc1nc(Oc2ccc(=O)[nH]n2)nc(N(C)C)n1	-2	2	0	-2	i	-1.1	9	-17	1	-5
C/C=C/c1ccc(OCCN2C(=O)NC(C)(C)C2=O)c(OC)c1	-5	1	0	-5	i	-0.7	6	-7	-1	-4
